Source: PubChem BioAssay
CDK5 inh: inhibitors of human CDK5/p35 kinase; inhibition, % at 10 µM; AID 488839; Q00535+Q15078; Recombinant CDK5/p35, ADP-Glo luminescence, 60 min; 330,000 tested, 0.01% active;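 active = highest replicate inhibition of at least 50% and at least 75% of replicates reaching 50%; inconclusive = only one of the two criteria met; inactive = both criteria failed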;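 also: plate controls were DMSO neutral control for no effect and GW8510 at 10 µM for full effect; many of its hits are not listed in these tables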
Target sequence (Q00535 whole entry, looked up): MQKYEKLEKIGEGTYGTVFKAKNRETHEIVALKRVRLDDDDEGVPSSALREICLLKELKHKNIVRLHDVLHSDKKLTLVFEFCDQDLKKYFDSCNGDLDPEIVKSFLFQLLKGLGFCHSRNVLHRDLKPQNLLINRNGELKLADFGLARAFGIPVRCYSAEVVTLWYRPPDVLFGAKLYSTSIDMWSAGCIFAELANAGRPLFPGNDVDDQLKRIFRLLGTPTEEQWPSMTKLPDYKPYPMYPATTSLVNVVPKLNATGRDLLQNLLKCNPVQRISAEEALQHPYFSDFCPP
Target sequence (Q15078 whole entry, looked up): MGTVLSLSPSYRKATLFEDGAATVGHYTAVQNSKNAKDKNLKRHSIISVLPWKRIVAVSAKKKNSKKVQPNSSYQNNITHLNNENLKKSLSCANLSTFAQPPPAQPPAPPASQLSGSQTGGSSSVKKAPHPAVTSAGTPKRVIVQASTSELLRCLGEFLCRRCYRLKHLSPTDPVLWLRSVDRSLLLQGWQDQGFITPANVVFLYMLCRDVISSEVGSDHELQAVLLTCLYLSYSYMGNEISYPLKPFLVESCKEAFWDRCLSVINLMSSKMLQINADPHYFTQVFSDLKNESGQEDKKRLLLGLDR
Wnt act: activators of Wnt/beta-catenin signaling. 300,000 tested, 1.2% active. Wnt/beta-catenin reporter cell assay, activator, plate reader. activation, % at 9.35 µM; in the data active = activation above about 30%, passing the limit was not always enough; inconclusive = no clear call, values can overlap the other calls;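 also: 0% = neutral control wells and 100% = positive control wells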
SR-BI HDL uptake: blocks mouse SR-BI lipid uptake from DiI-HDL; Q61009; ldlA[mSR-BI] CHO cells, DiI-HDL uptake fluorescence, 3 h; inhibition, % at 12.5 µM; 320,000 tested, 0.96% active; AID 488896;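 active = mean replicate inhibition of at least 70% and a set share of replicates each scoring 70 or more; inconclusive = meets just one of the two criteria; inactive = fails both criteria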;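 also: 0% = median of neutral control wells and 100% = median of positive control wells; values of inactives mirror those of a sister screen read the other way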
HTR5A ag ctr: HTR5A agonism, opioid heterodimer counter-screen. AID 504692. 340,000 tested, 0.61% active. P47898. HTR5A agonist assay, luminescence, cell-based. activation, % at 9.3 µM; in the data active = activation mostly above about 9.5%, no sharp cut-off; inactive = mostly below about 7.6%;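 also: 0% = cells with vehicle only and 100% = reference agonist; strong numbers were not always called active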
SR-BI uptake up: enhances SR-BI lipid uptake from DiI-HDL; CHO ldlA[mSR-BI] cells, DiI-HDL uptake fluorescence, 3 h; 100 = double the neutral-control signal; activation, % at 12.5 µM; 320,000 tested, 0.096% active; AID 504775;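 active = mean replicate activation of at least 60% and every replicate at or above 60%; inconclusive = mean or all-replicate condition met, but not both; inactive = mean below 60% and not all replicates reaching 60%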;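 also: 0% = median plate neutral-control signal and 100% = twice that signal; values of inactives mirror those of a sister screen read the other way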
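Test system: SR-BI-overexpressing, LDLR-lacking CHO cells. Measured by: DiI fluorescence, bottom read. Medium: Ham's F12 with 0.5% BSA, HEPES 25 mM, pH 7.4. Timing: 3 h uptake period with compound, 37 °C.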
Rtt109 Vps75: C. albicans Rtt109 histone acetyltransferase inhibition; Q5AAJ8; purified Rtt109/Vps75, ThioGlo CoA-SH fluorescence, 4 h; inhibition, % at 34.9 µM; 330,000 tested, 0.16% active; AID 540336;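 active = inhibition of at least 50% in every replicate; inconclusive = best replicate reaches 50% inhibition but some replicates fall short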
Target sequence (Q5AAJ8 whole entry, looked up): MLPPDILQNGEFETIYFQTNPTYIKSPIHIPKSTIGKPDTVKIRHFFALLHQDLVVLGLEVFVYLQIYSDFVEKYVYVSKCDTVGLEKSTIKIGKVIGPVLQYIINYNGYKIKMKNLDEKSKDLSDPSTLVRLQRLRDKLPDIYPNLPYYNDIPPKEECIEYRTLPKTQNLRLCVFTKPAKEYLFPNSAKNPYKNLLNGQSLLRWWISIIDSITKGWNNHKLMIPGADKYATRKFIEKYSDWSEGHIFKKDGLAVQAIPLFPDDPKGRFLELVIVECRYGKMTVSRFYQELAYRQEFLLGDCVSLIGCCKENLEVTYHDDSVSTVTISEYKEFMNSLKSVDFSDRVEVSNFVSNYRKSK
MITF act: MITF TRPM1 promoter activation in melanoma cells; SK-MEL-5 TRPM1-promoter luciferase, 24 h; % of positive control, neutral wells = 0; activation, % at 12.5 µM; 300,000 tested, 0.75% active;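 active = mean activation of at least 80% with every replicate also reaching 80%; inconclusive = mean reaches 80% but some replicate falls short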;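 also: 0% = neutral control wells and 100% = parthenolide positive control wells; values of inactives mirror those of a sister screen read the other way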
RTF Ca sens act: increases calcium sensitivity of human cardiac regulated thin filaments | activation, % at 7.2 µM | P19429+P45379 | IANBD-labeled TnC RTF fluorescence at EC20 calcium; 0% EC20 calcium, 100% full calcium | 340,000 tested, 0.24% active;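 active = activation above the mean over all tested compounds plus 3 SD, cut at about 30% in these data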;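 also: rise in fluorescence read as greater calcium sensitivity of cardiac thin filaments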
dFosB act: enhances mouse delta FosB homodimer DNA binding | P13346 | purified delta FosB, TAMRA-CDK5 oligo fluorescence polarization; percent of positive-control signal above neutral wells | activation, % at 25 µM | 340,000 tested, 0.99% active | AID 493131;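 active = mean activation above about 17%, with every replicate also reaching it, limit read from the data, passing the limit was not always enough; inconclusive = only one of the two conditions met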;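 also: fluorescence polarization rise as delta FosB binds a TAMRA Cdk5 AP-1 oligo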
PvdQ acylase: P. aeruginosa PvdQ acylase inhibition | purified PvdQ acylase, fluorescence plate reader | inhibition, % at 10 µM | 340,000 tested, 0.063% active; in the data active = inhibition above about 30%, passing the limit was not always enough; inconclusive = no clear call, values can overlap the other calls;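 also: 0% = vehicle neutral wells and 100% = reference inhibitor wells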
* hit, by the source's call; u = inconclusive; x = not tested or not shown.

Every second line gives: CDK5 inh	Wnt act	SR-BI HDL uptake	HTR5A ag ctr	SR-BI uptake up	Rtt109 Vps75	MITF act	RTF Ca sens act	dFosB act	PvdQ acylase
O=C(COCc1nc2ccccc2c(=O)[nH]1)NC1CCCC1
  0.3	x	-22	-2	22	12	-4	-8	-2	9
Cc1ccc(Nc2ncnc3c2cnn3C)cc1
  0.3	3	6	-2	-6	x	0	-6	-4	7
CN(Cc1ccc2c(c1)OCO2)C(=O)c1cc(-c2ccccc2)c(N2CCOCC2)s1
  0.6	1	55	-5	-55	-9	-6	-5	-9	-6
CC(C)(C)c1ccc(C(=O)N/C(=C\c2ccco2)C(=O)O)cc1
  -0.9	-2	4	-1	-4	-3	-7	5	-1	1
CCC(C)(C)NC(=O)C(c1ccc(OC)cc1)N(Cc1ccco1)C(=O)CCC(=O)Nc1cc(C)on1 (stereo unspecified)
  -0.7	-8	5	0	-5	3	-8	-2	-7	-17
COc1ccc2nc(NC(=O)CSc3ccccc3)sc2c1
  -1.4	x	9	-6	-9	12	46	-1	0	-1
COn1c(-c2ccc(Cl)cc2)nc2ccc(Cl)cc21
  -0.7	57*	51	4	-51	-9	22	-1	-9	-5
Cc1nc2ccc(S(=O)(=O)NCC(=O)N3CCC(C)CC3)cc2s1
  0.5	x	-4	5	4	-1	2	-15	2	11
C[C@]12C=CC(=O)C=C1CC[C@@H]1C2=CC[C@]2(C)[C@@H](C(=O)CN3CCN(c4cc(N5CCCC5)nc(N5CCCC5)n4)CC3)CC[C@@H]12
  0.6	-7	39	-2	-39	-6	21	7	5	-4
COC(=O)C1CCN(C(=O)/C=C/c2ccccc2)CC1
  2.2	-1	-16	4	16	5	40	-2	3	-3

New compounds follow:
Every second line gives: CDK5 inh	Wnt act	SR-BI HDL uptake	HTR5A ag ctr	SR-BI uptake up	Rtt109 Vps75	MITF act	RTF Ca sens act	dFosB act	PvdQ acylase
Cc1ccc(NC(=S)NC(=O)/C=C/c2ccco2)c(O)c1
  -0.4	1	17	4	-17	-2	-2	6	-6	-2
COc1cccc(NC(=O)CSc2nnc(Cc3ccc(OC)c(OC)c3)o2)c1
  -3.7	-1	x	1	x	-1	x	1	-4	-12
FC(F)(F)c1ccc(N2CCOCC2)c(NC2=NCCCCC2)c1
  -0.1	-2	-36	7	36	-14	4	-4	-7	-8
O=C(Nc1nc(-c2ccccc2)ns1)c1cccs1
  -1.3	20	8	2	-8	15	43	1	-20	-8
CCCCn1c(N)c(N(CC(C)C)C(=O)CN2C(=O)NC3(CC(C)CC(C)(C)C3)C2=O)c(=O)[nH]c1=O (stereo unspecified)
  1.9	-1	4	8	-4	6	-3	-15	3	-4
CCn1nc(NC(=O)CC(C)C)c2cc3cccc(C)c3nc21
  1.4	2	13	6	-13	-2	0	0	-3	5
CC(C)C(=O)N1CCN(c2ccc(NC(=O)c3ccc([N+](=O)[O-])o3)cc2)CC1
  -2.2	0	14	-9	-14	4	-91	5	2	-16
COc1ccc(C(=O)NCCC2=CCCCC2)cc1[N+](=O)[O-]
  -2.6	1	16	-3	-4	-2	17	3	1	-16
COCCN(CCOC)C(=O)c1ccc(NS(=O)(=O)c2ccc3c(c2)OCCO3)cc1
  -0.4	0	5	-7	x	-2	2	-4	0	-1
CN(C)c1cccc(N=C2C=C(N3CCOCC3)CC(C)(C)C2)c1
  -3.0	x	x	0	x	9	-14	7	-1	-9

Wnt act, what is marked active above
Molecule | CDK5 inh | Wnt act | SR-BI HDL uptake | SR-BI uptake up | Rtt109 Vps75 | MITF act | RTF Ca sens act | dFosB act | PvdQ acylase
COn1c(-c2ccc(Cl)cc2)nc2ccc(Cl)cc21 | -0.7 | 57* | 51 | -51 | -9 | 22 | -1 | -9 | -5

(cont.)
Every second line gives: CDK5 inh	Wnt act	SR-BI HDL uptake	HTR5A ag ctr	SR-BI uptake up	Rtt109 Vps75	MITF act	RTF Ca sens act	dFosB act	PvdQ acylase
COCCCn1c(C)nnc1SCC(=O)Nc1cccc(C)c1
  1.5	2	-33	2	33	3	x	5	-1	-14
COC(=O)c1nnn(-c2nonc2N)c1CSc1nnc(C)s1
  -0.3	0	-10	-1	10	12	4	5	-3	-1
Cc1ccc(C(=O)N2CC(=O)Nc3ccc(F)cc3C2c2ccc(F)cc2)cc1[N+](=O)[O-] (stereo unspecified)
  1.9	x	-2	2	2	37	8	-1	-2	2
COC(=O)CNC(=O)C(CCSC)NC(C)=O (stereo unspecified)
  0.8	-1	14	1	-14	-11	2	-5	7	-10
Cc1ccc(NS(=O)(=O)c2c(C)nc3sccn3c2=O)c(C)c1
  -0.1	0	-13	7	13	-9	x	-3	-8	5
CN(CCOc1ccc(Cl)cc1)CC(=O)Nc1ccc(OC(F)(F)F)cc1
  -0.3	1	1	-3	-1	0	-4	-1	-7	6
CC1CCCC(NC(=O)COC(=O)c2ccccc2[N+](=O)[O-])C1C (stereo unspecified)
  1.5	0	-6	1	6	-5	43	0	-8	6
CCCc1cc2c(OC(=O)CC)c(-c3ccc(C(=O)OCC)o3)c(=O)oc2cc1OC
  0.7	0	10	1	-10	-32	-13	1	8	18
O=C(Nc1ccccc1Cc1ccccc1)C1CC(=O)N(c2ccc3c(c2)OCCO3)C1 (stereo unspecified)
  -1.4	x	3	-5	-3	-8	8	-8	36*	1
O=C(Cc1csc(-c2cccc(Cl)c2)n1)Nc1cccc(S(=O)(=O)NC2=NCCC2)c1
  0.2	0	0	1	0	7	5	-5	-10	-7

New compounds follow:
Every second line gives: CDK5 inh	Wnt act	SR-BI HDL uptake	HTR5A ag ctr	SR-BI uptake up	Rtt109 Vps75	MITF act	RTF Ca sens act	dFosB act	PvdQ acylase
COc1cccc(C2SCC(=O)N2c2ccc(Cl)cc2)c1OC (stereo unspecified)
  -0.2	-2	-2	1	2	2	-7	10	-2	9
O=C(NCCc1ccccc1)Nc1ccc2c(c1)OCO2
  -0.9	13	-14	-2	14	x	34	5	4	-18
C=CC(=O)Nc1cccc(Oc2ncnc3[nH]cc(-c4cnc5ccccc5c4)c23)c1
  -0.6	-5	66	4	-66	1	-28	-2	1	3
COc1ccc(/C=C/C2=NN(Cc3ccccc3)C(=O)CC2)cc1
  0.2	-10	14	2	-14	-4	5	-4	-5	-2
O=C(O)CC(Cc1ccc(Cl)cc1)C(=O)NCc1ccccc1 (stereo unspecified)
  -1.9	x	-2	2	2	2	12	2	-6	-10
Cn1cnnc1SCC(=O)N1CCC(Cc2ccccc2)CC1
  -2.3	x	-6	6	x	15	10	1	-3	-7
Cc1cc(C(=O)N/N=C/c2ccc(O)c([N+](=O)[O-])c2)c(C)n1-c1ccc(F)cc1
  1.9	-3	-9	-2	9	2	0	2	-10	-1
CC(=O)N1SC(N)=NC1c1ccccc1 (stereo unspecified)
  -0.2	2	-13	3	13	-1	x	4	0	-19
CCCOc1ccc(C(=O)Nc2ccc(N(C)C)cc2)cc1
  -0.4	x	23	-3	-23	-1	44	-3	-8	14
COc1ccc(CCNC(=O)c2ccc3c(SCC(=O)O)c4c(nc3c2)CCCC4)cc1OC
  -0.1	0	14	-1	-14	-7	17	-6	-11	-3

New compounds follow:
Every second line gives: CDK5 inh	Wnt act	SR-BI HDL uptake	HTR5A ag ctr	SR-BI uptake up	Rtt109 Vps75	MITF act	RTF Ca sens act	dFosB act	PvdQ acylase
CCC(CC)n1[nH]c(=O)cc1N
  -0.7	0	-3	-2	3	0	0	-3	-6	-8
Cc1ccc(-c2nc(CCNC(=O)c3ccco3)cs2)cc1
  0.9	2	-5	-1	5	-4	10	-5	-7	-8
C/C(=C\c1cccs1)C(=O)c1c(C)cc(C)[nH]c1=O
  3.8	-1	x	1	x	x	-16	1	-2	15
Cc1nc(CSc2nnc(C)s2)cs1
  x	1	-7	0	7	4	-4	-4	-8	-12
O=C(NCC(c1ccco1)N1CCCC1)c1ccc(S(=O)(=O)Nc2ccccc2F)cc1 (stereo unspecified)
  0.1	-4	-10	6	10	-1	-6	1	-10	-16
Cc1ccc(C(=O)OCC(=O)NCc2ccc3c(c2)OCO3)s1
  -0.6	x	-9	2	9	0	-3	1	6	-10
CC(C)C(=O)NC(=S)Nc1ccc(S(=O)(=O)N2CCN(C)CC2)cc1
  0.7	x	7	4	-7	12	-5	5	-3	-7
Cc1nnc(SCC(=O)Nc2ccc(S(=O)(=O)N3CCCCC3)cc2)s1
  0.6	-2	-14	-6	14	-5	-9	1	-1	-12
CC(C)CS(=O)(=O)C1=NSC2=NC(=O)/C(=C\c3ccc(OC(=O)c4ccco4)cc3)C(=N)N21
  0.2	0	-9	-5	9	15	-6	0	-3	13
C=CCn1c(SCC(=O)c2c(N)n(C)c(=O)n(C)c2=O)nc2sc(C)c(C)c2c1=O
  -4.3	-4	-15	2	15	-13	8	10	u	-14

Some of these compounds in order of their number in Wnt act, highest first.
| compound | Wnt act |
| --- | --- |
| Cc1nc(CSc2nnc(C)s2)cs1 | 1 |
| COC(=O)c1nnn(-c2nonc2N)c1CSc1nnc(C)s1 | 0 |
| C/C(=C\c1cccs1)C(=O)c1c(C)cc(C)[nH]c1=O | -1 |

Carrying on:
Every second line gives: CDK5 inh	Wnt act	SR-BI HDL uptake	HTR5A ag ctr	SR-BI uptake up	Rtt109 Vps75	MITF act	RTF Ca sens act	dFosB act	PvdQ acylase
CCOC(=O)C1CCN(c2nnc(N3CCCC3=O)s2)CC1
  -2.9	x	-14	12	14	8	8	4	-17	-13
Cn1c(N)c(C(=O)COC(=O)c2cc3ccccc3cc2O)c(=O)n(C)c1=O
  1.1	-3	5	1	-5	2	1	3	-2	-7
COCCn1c(=O)[nH]c2cc(C(=O)N3CCN(c4cccc(Cl)c4)CC3)ccc2c1=O
  0.9	-2	2	2	-2	6	-4	-2	-14	-8
CCOC(=O)c1c(/N=C/N(C)C)sc(C)c1C
  -2.4	-2	-4	4	4	-9	-4	4	-6	-16
CCCN(CC(=O)Nc1ccccc1C)C(=O)c1ccc2[nH]c3c(c2c1)CC(C)CC3 (stereo unspecified)
  -1.2	-4	47	-6	-47	11	-8	1	-15	-19
